Screens: PubChem, several laboratories
WT yeast gro inh = growth inhibition of WT yeast, mitochondrial fusion screen; mitochondrial fusion phenotypic screen, WT strain; inhibition, % at 10 µM; 190,000 compounds, 2.1% hits; AID 1362; in the data active means inhibition above about 58%; tested in S. cerevisiae
Ins promoter up = MIN6 insulin promoter up-regulation; MIN6 insulin promoter-GFP reporter, high-content imaging; stronger effect = higher value; z-score at 5 µM; 190,000 compounds, 0.3% hits; AID 1625;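 active means z-score above 3 at 5 µM with at least 500 cells counted in the well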
Dynein cargo inh = blocks dynein driven cargo transport along microtubules; 3617.4 mouse cells, GR-EGFP nuclear translocation imaging; test concentration mostly 20 µM; stimulated with dexamethasone, 1 µM; stronger effect = lower value; z-score, hits read low; 220,000 compounds, 0.47% hits; AID 1381;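 active means plate z-score of nuclear minus cytoplasmic receptor signal below a set negative limit, without overly bright fluorescence or cell loss, cut at about -3.5 in these data, passing the limit was not always enough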;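 further: z-score of nuclear minus cytoplasmic ring GR-EGFP intensity difference per well; some compounds called inactive have numbers as strong as hits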
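Schedule: 48 h induction, then 1 h compound, then 30 min agonist, 37 °C. Buffer or medium: tetracycline-free induction medium containing charcoal-stripped FBS. Reagent: 1.0 µM final dexamethasone stimulus. Evaluation: nuclear versus cytoplasmic GR-EGFP signal, averaged per well. Signal: high-content fluorescence imaging after fixation.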
Yfh1-off respiration = mitochondrial function rescue without frataxin homolog – Friedreich's ataxia, plus single-dose screen, dose response (AID 1465); S. cerevisiae Yfh1-off respiration, WST-1 reduction, 72 h; higher fold induction means a stronger effect; 220,000 compounds, 0.074% hits; one-dose fold induction at 50 µM; EC50 in µM for titrated hits;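 active means fold induction of absorbance versus untreated yeast above a set limit, then at least 30% activation at any dose in follow-up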;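 further: activators that raise dye reduction in frataxin-depleted yeast; strong numbers were not always called active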
human PMI inhibitors = MPI inhibition at elevated mannose 6-phosphate – biochemical, fluorescence intensity, high mannose 6-phosphate, primary screen (AID 1220); recombinant PMI enzyme, coupled fluorescence intensity; higher % means a stronger effect; inhibition, % at 20 µM; hits with a dose series show IC50 in µM; 190,000 compounds, 0.66% hits
bCat nuc transl = alters nuclear translocation of beta-catenin in HeLa cells. nuclear translocation activity, % at 5 µM. immunofluorescence imaging. 190,000 compounds, 0.3% hits;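 active means nuclear translocation activity above 50% at 5 µM, with a well cell count of 50 or more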;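 further: per-cell ratio of nuclear to cytoplasmic median beta-catenin stain intensity; plate controls were DMSO negative control for no effect and GSK-3 inhibitor IX positive control for full effect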
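assay system = human HeLa cells, endogenous beta-catenin | times = compound treatment 24 h, 37°C, 5% CO2 | detection = Anti-beta-catenin immunofluorescence on PFA-fixed, Triton-permeabilized cells, DAPI nuclei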
MT stabilize HCS = microtubule stabilization, imaging screen; HeLa tubulin immunostaining HCS, 24 h; share of cells brighter than vehicle mean+2SD; % tubulin-high responders, % at 10 µM; 200,000 compounds, 0.83% hits; AID 2205;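 active means plate Z-score above 3 for both tubulin-high and condensed-nucleus cell shares, with cell loss under 80%, at 10 µM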;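 further: anti alpha tubulin signal scored within the nucleus-defined area of each cell; some results filed as inactive read as strong as hits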
Autophagy HCS = modulators of autophagy | MEF GFP-LC3 puncta imaging; test concentration mostly 10 µM | calls only at 10 µM (by protocol) | 190,000 compounds, 0.98% hits;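 active means percentage of spot-positive cells more than 3 SD above its plate mean, without a fluorescence outlier flag or 80% toxicity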;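 further: spot-positive cell cutoff set from DMSO-treated cells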
PMI inhibitors = MPI enzyme activity inhibition – biochemical, fluorescence intensity, coupled assay, primary screen (AID 1209). purified PMI enzyme, coupled fluorescence intensity; higher % means a stronger effect. inhibition, % at 20 µM; hits with a dose series show IC50 in µM. 190,000 compounds, 0.42% hits;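 further: plate controls were DMSO vehicle for no effect and wells lacking substrate for full effect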
WT yeast gro inh mutant strain = further read-out of WT yeast gro inh, marked with its call; inhibition, %; mitochondrial fusion phenotypic screen, mutant strain inhibition
Dynein cargo inh cytoplasmic EGFP = also measured in Dynein cargo inh; calls as there; z-score; measured here: cytoplasmic GR-EGFP intensity; stronger effect = higher value
Dynein cargo inh nuclear GR-EGFP = recorded beside Dynein cargo inh, whose call it bears; z-score; measured here: nuclear GR-EGFP intensity;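 lower value marks the stronger effect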
Dynein cargo inh cell count = further read-out of Dynein cargo inh, marked with its call; z-score; measured here: cell count per field
Ins promoter up cell count = recorded beside Ins promoter up, whose call it bears; cell count; measured here: cytotoxicity, nuclei count;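 total cells summed across four imaged fields per well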
bCat nuc transl cell count 5 µM = recorded beside bCat nuc transl, whose call it bears; cell count; measured here: cell count, cytotoxicity flag
MT stabilize HCS Hoechst-high % = recorded beside MT stabilize HCS, whose call it bears; % Hoechst-high responders; measured here: nuclear condensation Hoechst responders;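 share of cells brighter than vehicle mean plus two SD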
MT stabilize HCS cytotoxicity % = also measured in MT stabilize HCS; calls as there; toxicity, %; measured here: cytotoxicity by cell density;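 0% = mean cell density of plate MIN control wells and 100% = no cells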
Autophagy HCS cell loss 18 h = further read-out of Autophagy HCS, marked with its call; toxicity, %; measured here: cell loss, nuclei count;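 cell loss after 18 h compound exposure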
* marks the source's active call; other numbers are inactive results; i = inactive; · = not tested or not shown. Unless noted, no stated cut-off is given here; in the data, active means inhibition above about 50%; inactive means the rest. This is a subset, so the mix of outcomes need not match the whole.

SMILES | WT yeast gro inh | WT yeast gro inh mutant strain | Ins promoter up | Ins promoter up cell count | Dynein cargo inh | Dynein cargo inh cytoplasmic EGFP | Dynein cargo inh nuclear GR-EGFP | Dynein cargo inh cell count | Yfh1-off respiration | human PMI inhibitors | bCat nuc transl | bCat nuc transl cell count 5 µM | MT stabilize HCS | MT stabilize HCS Hoechst-high % | MT stabilize HCS cytotoxicity % | Autophagy HCS | Autophagy HCS cell loss 18 h | PMI inhibitors
Cc1ccsc1C(=O)C1CCCN(Cc2cccn2-c2ccccn2)C1 (stereo not drawn) | 2 | -7 | -0.56 | 1273 | -0.41 | -0.098 | -0.24 | -0.46 | i | -6% | 0.1 | 946 | 2.6 | 2.2 | 10 | i | 23 | -2%
C1CC2NCCC3NCCC(N1)N32 (stereo not drawn) | · | · | 0.31 | 909 | 1.3 | -0.23 | 1.9 | -2 | i | · | 0.9 | 1364 | · | · | · | · | · | ·
O=C1CSC2(CN3CCC2CC3)N1 (stereo not drawn) | 16 | 42 | 0.68 | 955 | 0.7 | -0.01 | 0.87 | -0.17 | · | -16% | · | · | 1.1 | 1.2 | 6.6 | i | -8 | -18%
O/N=C/c1c[nH]c2ccccc12 | 10 | -1 | -0.06 | 1808 | -0.59 | -0.2 | -0.09 | 0.8 | i | 4% | 0.9 | 1034 | 5.1 | 2.8 | 7.2 | i | 8 | 3%
Cn1c(O)c(C=NC2CCN(Cc3ccccc3)CC2)c(=O)[nH]c1=O | · | · | 0.26 | 1044 | 0.43 | -0.25 | 0.67 | -0.042 | i | · | 0.5 | 1285 | · | · | · | · | · | ·
CC(Cc1ccccc1)[n+]1cc(/N=C(\N)[O-])on1 (stereo not drawn) | -9 | -2 | · | · | -0.3 | -0.023 | 0.019 | -0.57 | i | -6% | -1.5 | 1178 | 2.7 | 2.7 | 6.8 | i | 8 | -10%
Nc1ccc2cc(Br)ccc2c1 | 57 | 24 | 1 | 1141 | -1.2 | -0.35 | -0.064 | 1.6 | i | -44% | -2.4 | 1066 | 6.6 | 2.6 | 8.1 | i | 18 | -47%
COc1ccc(CCn2c(O)c(C=Nc3ccccc3F)c(=O)[nH]c2=O)cc1OC | · | · | -0.54 | 1401 | 0.39 | -0.28 | 0.13 | 0.23 | i | · | 2.2 | 1166 | · | · | · | · | · | ·
O=c1[nH]c(=S)[nH]c(O)c1N=Nc1ccc(S(=O)(=O)N2CCc3ccccc32)cc1 | 10 | 9 | -0.19 | 1019 | 0.49 | -0.028 | 0.45 | -0.13 | i | -9% | -1.0 | 1089 | 2.1 | 1.7 | 1.3 | i | -2 | -13%
CN1C(=O)C(Cc2ccc3c(c2)OCO3)C(=O)N(C)C1=O | 4 | 17 | · | · | -0.72 | -0.31 | -0.092 | 0.04 | i | 3% | -4.4 | 1033 | 4.7 | 2.7 | 6.4 | i | -9 | 11%
COc1ccc(S(=O)(=O)Cc2ccc(C(=O)N3CCC4(CC3)OCCO4)o2)cc1 | -4 | -7 | 0 | 1017 | -0.4 | -0.16 | -0.036 | 0.27 | i | -13% | · | · | 2.2 | 1.4 | 7.2 | i | -9 | -14%
CC1CCCC(NC(=O)COC(=O)Cc2ccccc2)C1C (stereo not drawn) | -6 | -7 | · | · | -0.85 | -0.22 | -0.13 | 0.026 | i | -7% | · | · | 1.5 | 2.1 | 7.7 | i | -3 | -6%
Cc1cc(N2C(=O)C3CCCN3C2c2sccc2C)no1 (stereo not drawn) | -10 | 1 | 2.3 | 1329 | -0.11 | -0.16 | -0.042 | 0.53 | i | 10% | 1.8 | 1483 | 7.2 | 2.9 | 4.4 | i | -2 | 10%
CCC(=O)c1cn(Cc2ccccc2)c2ccccc12 | -19 | -2 | 0.34 | 1470 | 0.0025 | -0.23 | 0.25 | 0.33 | i | 6% | -1.1 | 972 | 2.1 | 1.7 | 4.4 | i | -5 | 5%
Cc1ccc(C2N3CCCN23)cc1 (stereo not drawn) | · | · | 0.22 | 1008 | -0.025 | -0.24 | 0.37 | 0.72 | i | · | 0.1 | 1330 | · | · | · | · | · | ·

In the list so far, these contain an aryl methoxy group:
SMILES | WT yeast gro inh | WT yeast gro inh mutant strain | Ins promoter up | Ins promoter up cell count | Dynein cargo inh | Dynein cargo inh cytoplasmic EGFP | Dynein cargo inh nuclear GR-EGFP | Dynein cargo inh cell count | Yfh1-off respiration | human PMI inhibitors | bCat nuc transl | bCat nuc transl cell count 5 µM | MT stabilize HCS | MT stabilize HCS Hoechst-high % | MT stabilize HCS cytotoxicity % | Autophagy HCS | Autophagy HCS cell loss 18 h | PMI inhibitors
COc1ccc(CCn2c(O)c(C=Nc3ccccc3F)c(=O)[nH]c2=O)cc1OC | · | · | -0.54 | 1401 | 0.39 | -0.28 | 0.13 | 0.23 | i | · | 2.2 | 1166 | · | · | · | · | · | ·
COc1ccc(S(=O)(=O)Cc2ccc(C(=O)N3CCC4(CC3)OCCO4)o2)cc1 | -4 | -7 | 0 | 1017 | -0.4 | -0.16 | -0.036 | 0.27 | i | -13% | · | · | 2.2 | 1.4 | 7.2 | i | -9 | -14%

(continued)
SMILES | WT yeast gro inh | WT yeast gro inh mutant strain | Ins promoter up | Ins promoter up cell count | Dynein cargo inh | Dynein cargo inh cytoplasmic EGFP | Dynein cargo inh nuclear GR-EGFP | Dynein cargo inh cell count | Yfh1-off respiration | human PMI inhibitors | bCat nuc transl | bCat nuc transl cell count 5 µM | MT stabilize HCS | MT stabilize HCS Hoechst-high % | MT stabilize HCS cytotoxicity % | Autophagy HCS | Autophagy HCS cell loss 18 h | PMI inhibitors
COc1ccc(/C=C2\C(=N\O)C3CCN2CC3)cc1 | -17 | -4 | 0.12 | 1053 | -0.76 | -0.25 | -0.12 | -0.77 | i | -17% | 0.4 | 1237 | 3.0 | 1.5 | 1.3 | i | 11 | -17%
CCCNS(=O)(=O)c1ccc(OCC(=O)N2CCN(Cc3ccc4c(c3)OCO4)CC2)cc1 | -5 | -35 | -1.7 | 1082 | 0.2 | -0.26 | 0.056 | 0.19 | i | 10% | -0.4 | 1074 | 3.9 | 2.8 | 5.6 | i | 9 | 13%
O=C(c1cc2ccccc2oc1=O)N1CCC2(CC1)OCCO2 | 1 | -4 | -0.07 | 1544 | 0.89 | -0.21 | 0.75 | -0.89 | i | -1% | -1.8 | 1055 | 2.4 | 1.4 | 4.9 | i | -3 | 6%
Cc1ccccc1NC(=O)CCl | · | · | 0.28 | 863 | 0.37 | -0.18 | 1.2 | -0.33 | i | · | 3.2 | 1288 | · | · | · | · | · | ·
O=c1[nH]c(=O)n(Cc2ccco2)c(O)c1C=NCCCn1ccnc1 | -4 | -7 | -0.2 | 1200 | 3.5 | 0.32 | 1.7 | -1.6 | · | 1% | · | · | 2.5 | 1.4 | 1.9 | i | -7 | 2%
COc1cccc(N2C(=O)NC(=O)/C(=C/c3ccc([N+](=O)[O-])s3)C2=O)c1 | · | · | 1.1 | 1097 | -5.6* | 1.3* | -2.6* | 0.83* | i | · | 2.1 | 1317 | · | · | · | · | · | ·
COC(=O)c1c(C)[nH]c(C(=O)C(C)[N+]23CCN(CC2)CC3)c1C (stereo not drawn) | -12 | -9 | -0.44 | 1263 | -1.4 | -0.33 | -0.71 | 0.95 | i | 0% | 0.5 | 1033 | 4.4 | 1.3 | 0.5 | i | -3 | 1%
c1ccc2[nH]c(CCNC3CCCCC3)nc2c1 | -8 | -6 | 0.09 | 1302 | -0.29 | -0.17 | -0.3 | 0.08 | i | 15% | -5.6 | 882 | 1.9 | 1.8 | 11 | i | 1 | -8%
O=C1NC(=O)N(Cc2ccccc2)C(=O)/C1=C\c1ccco1 | 10 | 2 | -0.88 | 1408 | 0.66 | -0.28 | 0.43 | 0.04 | i | -129% | -0.7 | 1148 | 5.0 | 1.7 | 15 | i | 10 | -62%
O=c1[nH]c(=O)n(Cc2ccccc2)c(O)c1/C=N/Nc1c(F)c(F)c(F)c(F)c1F | · | · | -0.06 | 1460 | -0.53 | -0.14 | -0.25 | 0.75 | i | · | -4.9 | 1252 | · | · | · | · | · | ·
N=C(N)c1c(O)n(C2CCCCC2)c(=O)n(C2CCCCC2)c1=O | 96* | 2.9* | 0.03 | 1842 | -0.79 | 0.28 | -0.54 | -4.3 | i | 11% | -0.3 | 1041 | 2.2 | 1.5 | 8.0 | i | -2 | 15%
CN(C)C=C1C(=O)N(C2CCCCC2)C(=O)N(C2CCCCC2)C1=O | -8 | 11 | 0.38 | 1516 | -0.74 | -0.042 | -0.079 | -0.92 | i | 0% | 4.2 | 1093 | 4.8 | 3.4 | 10 | i | -3 | -2%
O=c1c2ccccc2nc(-c2ccoc2)n1-c1ccccc1 | 7 | 6 | -0.08 | 989 | -0.69 | 0.049 | -0.096 | 0.092 | i | -12% | · | · | 1.5 | 1.3 | 3.5 | i | -4 | -6%
CCn1c(O)c(C=NCCc2c[nH]c3ccccc23)c(=O)[nH]c1=O | 7 | 9 | · | · | -0.96 | -0.013 | -0.088 | 0.47 | i | -2% | · | · | 2.6 | 0.8 | 85 | i | 5 | 0%
O=C(O)c1ccc(N=Cc2c(O)n(Cc3ccc(F)cc3)c(=O)[nH]c2=O)cc1 | · | · | 0.87 | 1344 | -1 | -0.3 | -0.51 | 1.4 | i | · | -0.3 | 1359 | · | · | · | · | · | ·
CC(=O)Nc1ccc(N=Cc2c(O)n(Cc3ccco3)c(=O)[nH]c2=O)cc1 | · | · | -0.67 | 1391 | -1 | -0.12 | -0.54 | 1.1 | i | · | -4.5 | 1181 | · | · | · | · | · | ·
CCOP(=O)(CN(CC)CCNP(=O)(OCC)OCC)OCC | 3 | -12 | -0.48 | 1576 | -0.66 | -0.12 | 0.34 | 0.26 | i | -11% | -1.4 | 1339 | 3.0 | 2.1 | 7.4 | i | -23 | -11%
